# NOD2-RIPK2 inh = inhibitors of human NOD2-RIPK2 interaction; O43353; CHO BLA complementation NOD2-RIPK2, CCF4 ratio; inhibition, % at 4.98 µM; 360,000 tested, 0.38% active; in the data active = inhibition above about 21%;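 note: 0% = vehicle only and 100% = reference blocker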
# Target sequence (O43353 whole entry, looked up): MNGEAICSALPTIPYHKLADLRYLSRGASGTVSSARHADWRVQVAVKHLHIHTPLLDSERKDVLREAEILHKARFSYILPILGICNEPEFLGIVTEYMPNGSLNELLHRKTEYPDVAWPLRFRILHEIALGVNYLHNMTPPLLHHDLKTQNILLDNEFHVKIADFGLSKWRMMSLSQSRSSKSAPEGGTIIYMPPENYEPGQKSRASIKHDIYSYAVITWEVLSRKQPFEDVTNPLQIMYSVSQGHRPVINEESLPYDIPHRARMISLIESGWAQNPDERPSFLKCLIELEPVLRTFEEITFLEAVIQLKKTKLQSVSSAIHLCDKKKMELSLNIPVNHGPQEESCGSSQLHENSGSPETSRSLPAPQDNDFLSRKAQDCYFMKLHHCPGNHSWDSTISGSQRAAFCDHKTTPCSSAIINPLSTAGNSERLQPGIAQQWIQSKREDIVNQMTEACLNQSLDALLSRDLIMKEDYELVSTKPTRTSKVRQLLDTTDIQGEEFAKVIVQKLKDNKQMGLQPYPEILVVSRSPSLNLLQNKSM
# TLR9-MyD88 inh = TLR9-MyD88 interaction inhibition. Q9NR96+Q99836. CHO BLA complementation TLR9-MyD88, CCF4 FRET ratio. 340,000 tested, 0.21% active. inhibition, % at 4.98 µM;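 active = inhibition above the mean over all tested compounds plus 3 SD, cut at about 21% in these data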;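 note: 0% = DMSO only wells and 100% = clavulanate BLA inhibitor control wells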
# Glyco luc inh = N-linked glycosylation inhibition; D54 ERlucT glycosylation luciferase reporter, 24 h; percent of 100 nM tunicamycin response; reporter increase, % at 12.5 µM; 360,000 tested, 0.23% active; AID 588692;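 active = mean luciferase reporter signal, scaled so untreated is 0 and the glycosylation-blocking control 100, at or above a set limit in every replicate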;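 note: luciferase carries N-glycosylation sites so blocking glycosylation raises the light; 0% = median of neutral control wells and 100% = median of 100 nM tunicamycin wells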
# ABCB6 inh 2 = human ABCB6 transporter inhibition. 360,000 tested, 0.19% active. fluorescence ratio to DMSO, % at 10 µM. Q9NP58. AID 602162. K562-ABCB6 porphyrin accumulation, flow cytometry, 1 h; active compounds read low;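 active = fluorescence ratio to DMSO below 75%, the collection mean minus 3 SD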;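 note: signal is porphyrin accumulated inside mitochondria; 100% equals median channel fluorescence of DMSO control wells; lower ratio means ABCB6 inhibition with less porphyrin fluorescence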
# ABHD5-PLIN5 inh = ABHD5-PLIN5 protein interaction inhibition; inhibition, % at 4 µM; 360,000 tested, 0.78% active; Q00G26+Q8WTS1; AID 602281; Split G. princeps luciferase complementation, luminescence, 4 h;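 active = inhibition above the mean inhibition across every tested compound plus 3 SD, cut at about 22% in these data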;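 note: 0% = DMSO only wells and the 100% control is not disclosed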
# MC4R ag barr = human MC4R agonism via beta-arrestin; AID 540308; 360,000 tested, 0.98% active; P32245; U2OS MC4R beta-arrestin complementation, luminescence; percent of melanotan II response, DMSO zero; activation, % at 8.9 µM;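 active = activation above a per-plate cutoff, the mean activation of sample wells on that plate plus 3 SD, cut at about 8% in these data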
# HTR2A ag = agonists of mouse serotonin 5-HT2A receptor (HTR2A). 360,000 tested, 0.66% active. CHO-K1 mHTR2A beta-arrestin complementation, luminescence; percent of 30 µM serotonin response. activation, % at 7.6 µM. P35363;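 active = activation above a run cutoff, the mean activation of all tested compounds plus 3 SD, cut at about 14% in these data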;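 note: 0% = plate median of compound wells and 100% = 30 µM serotonin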
# Target sequence (P35363 whole entry, looked up): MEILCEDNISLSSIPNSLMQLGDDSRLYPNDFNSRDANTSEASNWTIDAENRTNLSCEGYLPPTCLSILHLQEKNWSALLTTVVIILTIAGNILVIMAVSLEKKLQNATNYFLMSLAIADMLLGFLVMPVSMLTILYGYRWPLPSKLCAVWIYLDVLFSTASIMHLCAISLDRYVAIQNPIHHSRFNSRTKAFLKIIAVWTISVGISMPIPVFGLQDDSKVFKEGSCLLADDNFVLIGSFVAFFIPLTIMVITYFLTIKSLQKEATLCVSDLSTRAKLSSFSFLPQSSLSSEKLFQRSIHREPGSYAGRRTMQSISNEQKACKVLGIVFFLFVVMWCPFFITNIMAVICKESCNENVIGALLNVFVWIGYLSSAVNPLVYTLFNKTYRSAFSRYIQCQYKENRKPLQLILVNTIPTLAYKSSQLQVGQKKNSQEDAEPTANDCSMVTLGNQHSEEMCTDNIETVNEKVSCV
# MC4R antagonist = human MC4R antagonism in cAMP assay; P32245; MC4R-expressing cells, MTII-stimulated cAMP, LANCE TR-FRET; inhibition, % at 6.5 µM; 360,000 tested, 0.48% active;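 active = inhibition above its plate's cutoff, the mean of tested wells on that plate plus 3 SD, cut at about 29% in these data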;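 note: 0% = Melanotan II alone and 100% = Melanotan II plus saturating MCL0020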
#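 System – human MC4R-expressing U2OS cells · Also added – Melanotan II · Dosing – one concentration, 6.5 µM nominal · Timing – 30-min compound, 1-h challenge, 1-h detection, room temperature · Measured by – Eu-cAMP/anti-cAMP TR-FRET, emission 671 nm · Replicates – singlicate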
# H9c2 protect = protects H9c2 cardiomyocytes from peroxide injury; protection from H2O2 cell death, % at 20 µM; 360,000 tested, 0.63% active; H2O2 injury protection, ATPLite, 2 h; AID 588492;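 active = compounds giving at least 50% protection of heart cells from peroxide-induced death in the single-dose screen, raw or plate-pattern-corrected value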;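 note: 0% = DMSO wells with peroxide and 100% = DMSO wells without peroxide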
# SRC2 inh = inhibits human steroid receptor coactivator 2 | AID 651957 | Q15596 | 370,000 tested, 0.17% active | HEK293 GAL4-SRC2 luciferase reporter, luminescence | inhibition, % at 9 µM;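 active = inhibition above the mean inhibition of all tested compounds plus 3 SD, set per campaign, cut at about 52% in these data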;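 note: 0% = DMSO treated cells and 100% = cells given Gossypol at 36 µM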
# * = called active by the depositor; . = not tested or not shown.
# The first 4 entries, ahead of the listing:
SMILES,NOD2-RIPK2 inh,TLR9-MyD88 inh,Glyco luc inh,ABCB6 inh 2,ABHD5-PLIN5 inh,MC4R ag barr,HTR2A ag,MC4R antagonist,H9c2 protect,SRC2 inh
OCCNCCCOc1cc(Cl)ccc1Cl,4,2,3,91,3,-3.1,-5,6,7,-21
COc1ccc(NC(=O)CS(=O)(=O)c2cn(CC(=O)N3CCOCC3)c3ccccc23)cc1OC,-4,1,0,102,-13,-4.4,0,-1,-5,2
O=C(Nc1ccc(-c2nc3ccccc3o2)cc1)c1ccc(N2C(=O)C3C4C=CC(C4)C3C2=O)cc1 (configuration not stated),-1,1,0,93,-5,7.2,5,0,-14,8
Cc1nnc(SCC(=O)Nc2cc(C(F)(F)F)ccc2Cl)n1C,-9,-8,1,94,3,1.3,-1,11,-3,-4

# The listing, repeating the preview:
SMILES,NOD2-RIPK2 inh,TLR9-MyD88 inh,Glyco luc inh,ABCB6 inh 2,ABHD5-PLIN5 inh,MC4R ag barr,HTR2A ag,MC4R antagonist,H9c2 protect,SRC2 inh
OCCNCCCOc1cc(Cl)ccc1Cl,4,2,3,91,3,-3.1,-5,6,7,-21
COc1ccc(NC(=O)CS(=O)(=O)c2cn(CC(=O)N3CCOCC3)c3ccccc23)cc1OC,-4,1,0,102,-13,-4.4,0,-1,-5,2
O=C(Nc1ccc(-c2nc3ccccc3o2)cc1)c1ccc(N2C(=O)C3C4C=CC(C4)C3C2=O)cc1 (configuration not stated),-1,1,0,93,-5,7.2,5,0,-14,8
Cc1nnc(SCC(=O)Nc2cc(C(F)(F)F)ccc2Cl)n1C,-9,-8,1,94,3,1.3,-1,11,-3,-4
Cc1ccc(C)c2c(N)c3c(nc12)CCCCC3 (tested in a mixture with another compound),-8,17,2,96,-10,-0.8,-1,-1,3,-6
Cc1nn(Cc2ccc(Cl)cc2)c(C)c1NC(=O)c1cc(-c2ccc3c(c2)OCO3)on1,1,-3,-4,103,4,-0.1,4,2,-13,16
O=C(CCC(=O)c1ccc(Br)cc1)Nc1cccnc1,9,-1,1,100,-6,-0.1,6,5,4,-33
CC(C)NC(=O)Cn1c(SCC(=O)c2ccc(F)cc2)nc2ccccc21,-8,-1,2,96,3,-2.1,0,6,6,-19
CC(C)(C)/C(O)=C/c1nc2ccccc2oc1=O,-1,0,-1,100,-1,-1.1,1,9,-15,-7
CSc1ccc(CN2CCN(Cc3ccccc3)C(CCO)C2)cc1 (configuration not stated),4,14,5,102,-4,-1.9,-9,5,2,1

# As a working copy, some entries already given.
SMILES,NOD2-RIPK2 inh,TLR9-MyD88 inh,Glyco luc inh,ABCB6 inh 2,ABHD5-PLIN5 inh,MC4R ag barr,HTR2A ag,MC4R antagonist,H9c2 protect,SRC2 inh
OCCNCCCOc1cc(Cl)ccc1Cl,4,2,3,91,3,-3.1,-5,6,7,-21
COc1ccc(NC(=O)CS(=O)(=O)c2cn(CC(=O)N3CCOCC3)c3ccccc23)cc1OC,-4,1,0,102,-13,-4.4,0,-1,-5,2

# Other structures:
SMILES,NOD2-RIPK2 inh,TLR9-MyD88 inh,Glyco luc inh,ABCB6 inh 2,ABHD5-PLIN5 inh,MC4R ag barr,HTR2A ag,MC4R antagonist,H9c2 protect,SRC2 inh
Cc1nc2ccccc2n1CC(=O)N/N=C/c1cccs1,-6,0,1,97,2,-2.0,-1,-3,-3,12
Cc1ccc(-c2nc3c(c(SCC(=O)N4CCCC4)n2)COC(C)(C)C3)cc1,-7,-1,1,94,5,-2.0,-1,12,0,-15
CCc1c(C(=O)Nc2ccc(C)c(C)c2)[nH]c(C)c1C(C)=O,8,6,5,96,-3,0.1,-8,2,8,-69
CC1Cc2ccccc2N1C(=O)COc1nc2ccccc2nc1N1CCOCC1 (configuration not stated),-11,3,2,102,3,2.7,-1,8,10,5
COc1cccc(OC)c1C(=O)N1CCOCC1,-13,-3,2,99,8,0.3,0,10,7,6
CCCCCCNC(=O)O[C@H]1CN(C(=O)OC(C)C)N(C(=O)OC(C)C)[C@@H]2CN(S(=O)(=O)c3ccc(C)cc3)C[C@]12O,-14,3,10,99,-9,2.3,3,10,0,-24
CCc1nc2ccc(C(=O)Nc3cccc(OCC(=O)N(C)C)c3)cn2c1N(C)Cc1cc2ccccc2s1,-10,.,-2,93,6,2.5,-2,25,54*,-1
O=c1cc2n(c(=O)[nH]1)CCC1=C2CCCC1,-7,4,8,90,-4,-1.2,0,9,-5,-3
CSCC(C)N1CCC(CCC(=O)NC2CC2)CC1 (configuration not stated),2,7,3,100,0,-2.2,-3,4,0,2
COc1ccc(-c2nnc3n2CCCCC3)cc1,3,-3,0,88,2,-1.4,-2,-2,7,-3

# Entries of single compounds from above. Order of values: NOD2-RIPK2 inh | TLR9-MyD88 inh | Glyco luc inh | ABCB6 inh 2 | ABHD5-PLIN5 inh | MC4R ag barr | HTR2A ag | MC4R antagonist | H9c2 protect | SRC2 inh
# Entry for CSCC(C)N1CCC(CCC(=O)NC2CC2)CC1 (configuration not stated) : 2 | 7 | 3 | 100 | 0 | -2.2 | -3 | 4 | 0 | 2
# Entry for CCc1c(C(=O)Nc2ccc(C)c(C)c2)[nH]c(C)c1C(C)=O : 8 | 6 | 5 | 96 | -3 | 0.1 | -8 | 2 | 8 | -69
# Entry for CCCCCCNC(=O)O[C@H]1CN(C(=O)OC(C)C)N(C(=O)OC(C)C)[C@@H]2CN(S(=O)(=O)c3ccc(C)cc3)C[C@]12O : -14 | 3 | 10 | 99 | -9 | 2.3 | 3 | 10 | 0 | -24
# Entry for OCCNCCCOc1cc(Cl)ccc1Cl : 4 | 2 | 3 | 91 | 3 | -3.1 | -5 | 6 | 7 | -21
# Entry for COc1ccc(-c2nnc3n2CCCCC3)cc1 : 3 | -3 | 0 | 88 | 2 | -1.4 | -2 | -2 | 7 | -3

# (more compounds)
SMILES,NOD2-RIPK2 inh,TLR9-MyD88 inh,Glyco luc inh,ABCB6 inh 2,ABHD5-PLIN5 inh,MC4R ag barr,HTR2A ag,MC4R antagonist,H9c2 protect,SRC2 inh
c1ccc(-c2nnc(OCC3CCCO3)c3ccccc23)cc1 (configuration not stated),-4,1,-1,97,-5,-2.9,-1,2,-6,2
O=C(NCCc1ccccc1)C1CCC(=O)N(CCCN2CCCC2=O)C1 (configuration not stated),7,7,2,87,4,-1.5,0,-1,3,11
Cc1cc(Nc2cccc(Cl)c2)nc(-c2ccccc2O)n1,1,4,-5,101,11,1.1,-10,14,-20,-14
COc1ccc(C2CC(=O)C=C(NC3CCCC3)C2)cc1 (configuration not stated),-1,4,0,103,-4,4.0,-5,4,-1,-6
Cc1cccc(C(=O)Nc2cc(S(=O)(=O)N3CCOCC3)ccc2N2CCCCC2)c1,0,-5,-3,95,-6,-1.2,1,15,0,2
CN(Cc1cnn(C)c1)Cc1nc(-c2ccc(Cl)cc2)no1,-5,8,0,92,-1,-1.3,-1,3,-1,-48
Cn1c(=O)c2cc(NC(=O)Nc3cccnc3)ccc2n1Cc1cccc(C(F)(F)F)c1,-21,.,1,95,1,-1.2,-7,5,2,-15
Cc1ccc(Cn2c(CN3CC(C)OC(C)C3)nc3c2c(=O)n(C)c(=O)n3C)cc1 (configuration not stated),-3,7,3,101,16,0.8,1,4,17,4
CCn1ccc2c(OCC(=O)NCCc3ccc(OC)c(OC)c3)cccc2c1=O,0,-1,-1,94,-4,-2.1,0,14,12,-10
CC1=C/C(=N\NC(=S)NCCc2ccccc2)CC(C)(C)C1,4,-4,3,96,-3,-5.0,-6,-2,-15,-26
CCN1CCCC1CNC(=O)c1cc2ccc(OC)cc2[nH]1 (configuration not stated),-9,0,-4,101,5,0.0,-14,20,0,2
NS(=O)(=O)c1ccc(NC(=S)NCc2cccc(Cl)c2)cc1,-1,-13,-3,92,3,0.2,-1,11,5,12
CCOC(=O)C1CCN(c2c(Nc3ccc(C)c(C)c3)c(=O)c2=O)CC1,-7,12,0,99,1,-1.9,-3,11,6,9
Cc1ccc(CCNC(=O)C2CC(c3ccccc3C(F)(F)F)=NO2)cc1 (configuration not stated),-10,0,2,97,1,-1.7,-3,-2,-5,-5
Cc1c(O)nc(SC2CC(=O)N(c3ccccc3)C2=O)[nH]c1=O (configuration not stated),6,2,.,90,-4,-1.9,4,1,0,-14
O=S(=O)(NCc1ccc(Cl)cc1)c1cccc2cccnc12,3,-3,1,92,3,0.6,-5,5,8,6
COc1ccc(CNC(=O)c2c(-c3cc(Cl)c(OC)c(Cl)c3)noc2C)cc1,-3,-12,-2,96,-6,0.5,5,-1,1,-11
O=c1[nH]c(CN2CCN(S(=O)(=O)c3ccccc3C(F)(F)F)CC2)nc2sc3c(c12)CCCC3,-1,1,-2,95,2,0.6,4,14,-13,-9
Cc1ccc(S(=O)(=O)c2cccc(S(=O)(=O)N3CCCC3)c2)cc1S(=O)(=O)N1CCCC1,0,0,0,86,-7,-1.6,-1,-1,-12,29
COc1ccc(S(=O)(=O)n2ccc(-c3ccc4c(c3)CCC(C)(C)O4)n2)cc1,-5,.,-8,90,3,-1.1,-5,6,-3,8
O=C(Nc1ccccc1C(F)(F)F)N1CCCC1c1cccnc1 (configuration not stated),-1,-4,3,101,11,-1.6,-3,4,1,-2
COc1cc(OC)cc(C(=O)NC2CC3CCC(C2)N3C)c1 (configuration not stated),1,1,2,99,11,-2.0,2,-3,-1,1
O=C(CSc1nnc(NC2CCCCC2)s1)Nc1ccc(N2CCOCC2)cc1,0,-13,-1,104,1,-0.1,-5,2,-4,-38
C=CCC1(CC=C)CCCN1C(=O)C1CCC(=O)N(CCc2ccccc2)C1 (configuration not stated),-2,-1,-4,101,5,0.5,3,11,-16,-31
Cc1ccc(NC(=O)CN2C(=O)NC(C)(CC(C)C)C2=O)c(Br)c1 (configuration not stated),-14,0,2,98,-5,-1.5,-4,0,-4,12
N#Cc1c(NC(=O)CSc2ncnc3c2cnn3-c2ccccc2Cl)sc2c1CCCC2,-7,-12,0,112,1,-0.9,-2,3,-7,-9
COc1cc(OC)nc(Nc2nc(C(N)c3ccccc3)cs2)n1 (configuration not stated),-5,.,0,99,3,2.1,6,-3,14,-29
O=c1c2[nH]c3ccc(F)cc3c2ncn1CCN1CCN(Cc2ccccc2)CC1,9,7,-4,99,8,-1.4,-4,4,13,-10
CC(Oc1ccc(F)cc1)C(=O)Nc1cc(C(F)(F)F)ccc1-n1cncn1 (configuration not stated),4,-5,-3,96,-9,0.4,0,-5,-6,1
COc1ccc(NC(=O)CCC(=O)N/N=C/c2cccnc2)cc1,-9,-7,1,96,6,-0.7,-3,2,1,-31
Cc1ccc(NC(=O)COC(=O)c2cc(C)nc3ccccc23)c([N+](=O)[O-])c1,2,-8,-2,105,3,-2.8,-1,-2,0,17
O=C(C1CCCN(c2ncccn2)C1)N1CCc2ccccc21 (configuration not stated),9,3,1,95,1,-0.9,9,-3,2,-13

# Assay outcomes as filed in PubChem BioAssay.

# Not all compounds are listed. The share of hits here may be higher or lower than overall.
